Casp6 inh = blocks human caspase-6 cleavage activity. P55212. purified caspase-6, Z-VEID-R110 cleavage fluorescence. inhibition, % at 12.5 µM. 0.53% of 350,000 active. AID 686996;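 active = mean inhibition across replicates at least about 35%, with every replicate also reaching that limit, limit read from the data; inconclusive = only one of the two criteria met; inactive = neither criterion met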;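 also: 0% = median of neutral control wells and 100% = no fluorescence left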
Target sequence (P55212 24-179 limits assumed): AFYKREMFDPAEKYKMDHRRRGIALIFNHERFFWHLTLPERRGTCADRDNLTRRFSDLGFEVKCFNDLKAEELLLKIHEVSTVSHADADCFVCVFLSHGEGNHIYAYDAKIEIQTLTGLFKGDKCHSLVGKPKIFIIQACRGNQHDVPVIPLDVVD
Target sequence (P55212 194-293 limits assumed): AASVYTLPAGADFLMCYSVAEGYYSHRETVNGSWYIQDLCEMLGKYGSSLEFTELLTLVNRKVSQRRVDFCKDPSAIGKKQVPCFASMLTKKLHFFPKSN
ARNT TACC3 PPI = disrupts binding between human ARNT and TACC3 | AlphaScreen His-ARNT PAS-B/GST-TACC3 binding, luminescence; TACC3 fragment carries E629A point mutation | inhibition, % at 9.99 µM | 0.66% of 390,000 active;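 active = mean inhibition of replicates at least 50% and at least half of replicates each reaching 50%; inconclusive = half or more replicates reach 50% but mean below 50%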;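 also: 0% = complete ARNT plus TACC3 wells and 100% = ARNT alone without TACC3; many hits fall short of the cut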
LGR2 inh = inhibitors of bursicon-induced Drosophila LGR2 receptor cAMP signaling | HEK293 LGR2, CRE-luciferase, bursicon-stimulated, 4 h | inhibition, % at 9.99 µM | 0.35% of 380,000 active;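 active = drop in luminescence signal, shown as inhibition above about 50% in the replicate tests, limit read from the data, passing the limit was not always enough; inconclusive = probably only some replicates passing the limit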;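 also: agonist challenge used bursicon conditioned medium at about half maximal strength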
PAX8 inh HTS = lowers PAX8-driven luciferase in RMG-I cells; AID 652154; RMG-I TPO-luciferase reporter, SteadyGlo, 24 h; 1.2% of 360,000 active; inhibition, % at 12.6 µM;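 active = mean replicate inhibition at least 60% with every replicate also reaching 60%; inconclusive = only one of the two criteria is met; inactive = mean below 60% and not all replicates reaching 60%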;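 also: luciferase light reporting Pax8 driven TPO promoter activity; plate controls were median of neutral control wells for no effect and mitoxantrone controls for full effect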
EWS-Fli block = inhibitors of EWS/Fli oncoprotein transcriptional activity. AID 651661. A673 NR0B1-luciferase reporter, viability-normalised. 0.67% of 350,000 active. inhibition, % at 12.6 µM;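 active = mean inhibition of at least 50% after viability correction, with every replicate also passing that limit; inconclusive = mean reaches 50% but only one of two replicates passes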;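 also: firefly luciferase signal divided by Alamar Blue viability fluorescence both relative to DMSO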
DENV2 CPE rescue = inhibitors of DENV2 cytopathic effect | DENV2-infected cells, cytopathic effect rescue, plate reader | CPE inhibition, % at 9.99 µM | 1.7% of 350,000 active | AID 651640; in the data active = CPE inhibition above about 20%, passing the limit was not always enough; inconclusive = no clear call, values can overlap the other calls; tested in BHK-21 cells;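 also: 0% = median of neutral control wells and 100% = median of positive control wells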
SIRT5 inh = inhibitors of human sirtuin-5 desuccinylase; 1.1% of 330,000 active; Q9NXA8; Purified SirT5, succinyl-peptide AMC, trypsin-coupled fluorescence; inhibition, % at 15 µM; in the data active = inhibition above about 15%; inconclusive = no clear call, values can overlap the other calls
Target sequence (Q9NXA8 whole entry, looked up): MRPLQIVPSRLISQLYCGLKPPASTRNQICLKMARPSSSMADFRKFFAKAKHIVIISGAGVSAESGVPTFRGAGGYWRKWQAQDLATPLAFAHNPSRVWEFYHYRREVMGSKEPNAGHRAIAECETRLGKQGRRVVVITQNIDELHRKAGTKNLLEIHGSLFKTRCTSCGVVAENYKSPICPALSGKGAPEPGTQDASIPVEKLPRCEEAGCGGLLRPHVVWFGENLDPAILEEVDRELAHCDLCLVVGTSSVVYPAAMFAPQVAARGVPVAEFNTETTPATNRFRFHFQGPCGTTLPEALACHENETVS
* = called active by the depositor; ? = inconclusive; / = not tested or not shown; & = joins results of further samples.

no.	molecule	Casp6 inh	ARNT TACC3 PPI	LGR2 inh	PAX8 inh HTS	EWS-Fli block	DENV2 CPE rescue	SIRT5 inh
1	COCC(=O)N1CCC2(CC1)CN(Cc1ccccn1)[C@@H](CO)c1[nH]c3cc(OC)ccc3c12	/	/	1	/	9	-10	/
2	CN(C)C(=O)c1cc(C(=O)c2ccc(F)cc2F)c[nH]1	-2	-6	-14	-51	-41	-3	-3
3	CCOc1ccc(NS(=O)(=O)c2ccc(C(=O)N(C)Cc3cccc(OC)c3OC)cc2)cc1	6	-7	12	17	8	6	0
4	Cc1ccsc1/C=N/NC(=O)c1ccccn1	/	6	8	-108	/	/	/
5	CCC(C)(C)NC(=O)CN(C(=O)CCC(=O)Nc1nccs1)c1ccc2c(c1)OCCO2	2	-5	-1	-31	14	4	1
6	COc1ccccc1NS(=O)(=O)c1cccc(C(=O)NNC(=O)C(NC(N)=O)C(C)C)c1 (stereo not given)	3	-1	-1	19	3	2	1
7	C=CCN1C(=O)[C@@]2(Cc3ccccc3)N=C(c3ccc(OCCCO)cc3)O[C@H]2c2ccccc21	-4	-7	/	-14	-6	16	10
8	O=S(=O)(c1ccccc1)N1[C@H](CO)[C@@H]2c3ccccc3NC[C@@H]21	-2	/	-8	/	5	-1	-1

Further results.
no.	molecule	Casp6 inh	ARNT TACC3 PPI	LGR2 inh	PAX8 inh HTS	EWS-Fli block	DENV2 CPE rescue	SIRT5 inh
9	COc1ccc(-c2cc3c(=O)n(CC(=O)NCCN4CCCC4)nc(C)n3n2)cc1	1	-12	7	-2	-14	-2	-2
10	Cc1nn(C)cc1NC(=O)C[C@H]1CC[C@@H]2[C@@H](COc3ccc(NC(=O)C(C)C)cc3C(=O)N2C)O1	/	-22	-16	8	5	-1	/
11	O=C(Nc1ccc(F)cc1)N1C[C@H]2[C@@H](c3ccccc31)[C@@H](CO)N2C(=O)c1ccccn1	-1	4	-9	2	-5	-1	-20
12	C=CC[C@@H](CC(=O)N[C@@H](CO)Cc1ccccc1)C(=O)N[C@H](COC(=O)[C@@H](CC=C)Cc1ccc(F)cc1)Cc1c[nH]c2ccccc12	-2	-7	7	14	-4	-4	/
13	C[C@@H]1CN([C@H](C)CO)C(=O)c2cc(NC(=O)Cc3cn(C)c4ccccc34)ccc2O[C@@H]1CN(C)Cc1ccc2c(c1)OCO2	0	-3	10	-10	-3	?	-2
14	COc1ccc(CCC(=O)NC(C)C2CCCO2)cc1 (stereo not given)	-2	6	-2	18	8	-3	-4
15	Cc1noc(C)c1NC(=O)Nc1cccc2c1O[C@@H](CN(C)S(=O)(=O)c1cn(C)cn1)[C@H](C)CN([C@@H](C)CO)C2=O	-2	8	-12	/	-4	9	-1
16	O=C(Cn1c(CO)nc2ccccc21)NCCc1ccc(F)cc1	-3	-5	2	-1	11	-2	-6

Next part
no.	molecule	Casp6 inh	ARNT TACC3 PPI	LGR2 inh	PAX8 inh HTS	EWS-Fli block	DENV2 CPE rescue	SIRT5 inh
17	COc1ccc(C2CC(=O)C3=C(C2)Nc2ccccc2N(C(=O)CCC(=O)O)C3c2ccc(F)cc2)cc1OC (stereo not given)	-2	-5	2	-7	-2	6	2
18	CCOC(=O)c1csc(NC(=O)C2CCCCC2)n1	2	-2	-29	-89	-3	-5	/
19	O=C(Cn1nnc(-c2ccccc2)n1)N/N=C/c1ccco1	0	-2	-48	-2	0	-1	-3
20	O=C(Cc1ccc(Cl)c(Cl)c1)Nc1cccnc1	1	-5	-6	1	-12	-2	-1
21	O=C(NCc1cccc(Cl)c1)c1cccc(OC2CCN(C(=O)C3CC3)CC2)c1	1	-1	10	14	17	13	-3
22	C[C@H](CO)N1C[C@H](C)[C@H](CN(C)C)OCCCC[C@H](C)Oc2ccc(NC(=O)C3CCCCC3)cc2C1=O	-1	-2	-3	-16	-5	-5	-2
23	O=C(CSc1n[nH]c(-c2ccccc2F)n1)NCC(=O)Nc1ccc(F)c(F)c1F	-1	35	-9	-2	1	/	-1
24	CCCNC(=O)N1CC2(CN(C(=O)C3CCOCC3)C2)c2c([nH]c3cc(OC)ccc23)[C@H]1CO	1	/	13	/	0	5	0

(continued)
no.	molecule	Casp6 inh	ARNT TACC3 PPI	LGR2 inh	PAX8 inh HTS	EWS-Fli block	DENV2 CPE rescue	SIRT5 inh
25	COc1cc(/C=C/C(=O)OCC(=O)NCC(=O)Nc2cccc(C)c2C)ccc1OC(F)F	-1	-10	-13	6	-5	-3	-1
26	CCCC(c1nnnn1CS(=O)(=O)c1ccc(C)cc1)N1CCN(C2CCCC2)CC1 (stereo not given)	-1	-2	3	9	-5	-4	-3
27	CC1CN(C(=O)Nc2ccc(F)cc2)C2(CCCCCC2)O1 (stereo not given)	-6	9	0	-13	-11	0	1
28	O=C(NC(=S)Nc1ccc(S(=O)(=O)Nc2nccs2)cc1)C1CC1	-3	-12	-5	-70	5	3	-4
29	CCOC(=O)c1c(C)oc2ccc(OC(=O)N3CCOCC3)cc12	-2	-8	7	/	5	/	6
30	N#Cc1c(-c2ccccc2)nc(SCC(=O)Nc2ccccc2F)[nH]c1=O	9	-6	/	-21	9	4	1
31	C=CCSc1nnc(CC(OC)OC)n1-c1ccccc1	-2	-2	20	2	5	-3	-1
32	Cc1nn(CC(=O)NCc2ccc(C(=O)O)cc2)c(C)c1[N+](=O)[O-]	4	-2	11	-1	4	3	/

Remaining list, next part:
no.	molecule	Casp6 inh	ARNT TACC3 PPI	LGR2 inh	PAX8 inh HTS	EWS-Fli block	DENV2 CPE rescue	SIRT5 inh
33	CC(C)[C@H](NC(=O)C1CC1)C(=O)N1CCC[C@H]1C(=O)NCCc1ccccc1Cl	1	/	-5	-5	-3	29*	1
34	O=C1CC(N2CCC(c3nc4ccccc4o3)CC2)C(=O)N1 (stereo not given)	-2	10	-11	16	0	6	-3
35	CCc1cccc(NC(=O)c2ccc(Cn3c(=O)[nH]c4ccsc4c3=O)cc2)c1	0	/	12	3	-6	-2	5
36	COc1ccc2nc(NC(=O)c3ccccc3O)sc2c1	-4	-4	6	-86	-20	-3	0
37	Cc1nnsc1C(=O)NCc1c(F)cccc1Cl	-3	-5	-7	15	8	10	-2
38	Cc1c(C(C)C)c(=O)n(-c2ccc(S(=O)(=O)NC3CCCCC3)cc2)n1C	3	/	2	20	31	6	1
39	O=C(/C=C/Nc1ccccc1F)c1ccc(Br)cc1	/	-2	42	-120	/	/	/
40	CCC(C)NC(=O)c1ccc(CS(=O)(=O)c2ccc(OC)cc2)o1 (stereo not given)	-1	4	-2	-2	0	-3	/

(more compounds)
no.	molecule	Casp6 inh	ARNT TACC3 PPI	LGR2 inh	PAX8 inh HTS	EWS-Fli block	DENV2 CPE rescue	SIRT5 inh
41	Cc1ccccc1-c1ccc([C@@H]2[C@@H](CO)N3CCCCN(S(C)(=O)=O)C[C@@H]23)cc1	-2	-1	-5	19	-3	20	2
42	Cc1ccc(CNC(=O)c2ccc(Cl)c(S(N)(=O)=O)c2)n1C	/	3	-7	10	-2	2	0
43	C[C@@H]1CN([C@@H](C)CO)C(=O)CCCn2cc(nn2)CO[C@H]1CN(C)S(=O)(=O)c1ccc2ccccc2c1	-3&-2	-3	-11&9	8&0&6	-8&-10&2	-12&7	-5&6
44	CCN(CC)C(=O)c1ccc(C(=O)Nc2ccc(F)cc2)cc1	-5	-2	/	-51	-32	?	2
45	COc1ccc(N(CC(=O)NC2CC3CCC2C3)S(=O)(=O)c2ccc(C)cc2)cc1Cl (stereo not given)	1	/	16	1	2	-2	-3
46	O=C(NCc1ccccc1)C(c1ccccc1)N(C(=O)c1csnn1)C1CC1 (stereo not given)	0	4	1	-3	-5	/	12
47	COc1ccc(Nc2ccc(Cl)cc2)c(C(=O)O)c1	/	-2	22	15	/	/	/
48	Cc1ccccc1S(=O)(=O)N1C[C@H](O)COC[C@H]2O[C@H](CC(=O)N3CCN(C)CC3)CC[C@@H]21	2	-1	-9	-1	-4	-2	1

(listing goes on)
no.	molecule	Casp6 inh	ARNT TACC3 PPI	LGR2 inh	PAX8 inh HTS	EWS-Fli block	DENV2 CPE rescue	SIRT5 inh
49	Cc1ccc(NC(=O)CSc2ccc3c(c2)OCCO3)nc1	-67	4	-2	-32	-2	-7	-2
50	Cc1ccccc1C(=O)NNS(=O)(=O)c1cccc([N+](=O)[O-])c1	0	0	-2	-4	9	1	-4
51	Cc1ccc(S(=O)(=O)Nc2ccc3c(c2)C(=O)N([C@H](C)CO)C[C@H](C)[C@@H](CN(C)C(=O)Nc2ccc(F)cc2)OCCCC[C@H](C)O3)cc1	0	11	-5	28	11	-2	9
52	CCc1ccc(NC(=O)CN(c2ccc3c(c2)OCO3)S(=O)(=O)c2c(C)noc2C)cc1	-1	-3	8	-36	15	-2	/
53	O=C(C[C@@H]1C[C@H]2c3cc(NC(=O)Nc4ccccc4)ccc3O[C@H]2[C@H](CO)O1)NCc1ccncc1	-3	4	-10	-8	-6	9	3
54	CO[C@@H]1CN(C)C(=O)c2cc(NS(=O)(=O)Cc3ccccc3)ccc2OC[C@@H](C)N(Cc2cccnc2)C[C@H]1C	-3	28	-11	/	5	6	5
55	CC=Cc1ccc2n(c1=O)C[C@H]1[C@H](CO)[C@@H](C(=O)NCCC)N(CC3CC3)[C@@H]21 (mixture of isomers)	0	4	-1	/	-4	2	3
56	COc1ccc(Nc2nc(-c3ccccc3)nc3ccccc23)c(OC)c1	1	/	-19	5	0	0	-3

Following part:
no.	molecule	Casp6 inh	ARNT TACC3 PPI	LGR2 inh	PAX8 inh HTS	EWS-Fli block	DENV2 CPE rescue	SIRT5 inh
57	O=C(c1ccc(Cl)cc1)C1CCCN(Cc2cccn2-c2cccnc2)C1 (stereo not given)	1	3	7	-10	15	-8	-2
58	O=C(O)CCCNC(=O)c1ccc(NC(=O)Cc2ccc(Cl)cc2)cc1	0	-7	20	1	-6	1	1
59	C/C(=N\OCC(=O)Nc1ccccc1Br)c1cccs1	-1	5	-68	-13	-13	6	-2
60	O=C(c1ccc(-c2ccccc2)c(F)c1)C1CCCN(CCCn2cccn2)C1 (stereo not given)	-5	14	2	32	26	0	-1
61	O=C(Cc1ccccc1F)Nc1ccccc1-c1ccccc1	1	-27	-19	-51	-34	0	-2
62	OC(c1ccccc1)C(NCCNCc1ccccc1)c1ccccc1 (stereo not given)	-3	3	-11	26	-20	2	/
63	Cc1ccc(N(CC(=O)NCCc2ccc(F)cc2)S(=O)(=O)c2ccc(Cl)c([N+](=O)[O-])c2)c(C)c1	-1	-3	18	78*	5	6	-1
64	O=C(COC(=O)c1ccc2c(c1)OCO2)NC1CCCCC1	-1	-3	/	-8	2	21*	-3

(cont.)
no.	molecule	Casp6 inh	ARNT TACC3 PPI	LGR2 inh	PAX8 inh HTS	EWS-Fli block	DENV2 CPE rescue	SIRT5 inh
65	Cc1ccc(N2C(=O)CC(Sc3ccccc3C(=O)O)C2=O)c([N+](=O)[O-])c1 (stereo not given)	3	-6	9	-3	-5	-4	-4
66	COc1ccc(/C=N/NC(=O)Cn2cnc3c2c(=O)n(C)c(=O)n3C)c(OC)c1OC	0	/	11	-6	-7	4	0
67	COC1CCCN(C(=O)c2ccc(OC3CCN(S(=O)(=O)N(C)C)CC3)cc2)C1 (stereo not given)	0	0	-2	7	-9	-8	-1
68	COCC(=O)Nc1ccc2c(c1)OC[C@@H](C)N(C(=O)c1ccccc1)C[C@@H](C)[C@H](OC)CN(C)C2=O	/	0	6	/	2	-4	0
69	CN(C)C(=O)c1ccc(-c2ccc3c(c2)[C@@H]2[C@@H](CCN2C(=O)Cc2ccccn2)[C@H](CO)N3C)cc1	-2	6	7	-19	-3	3	3
70	CCOC(=O)c1cn2nc(Oc3ccc(OC)cc3)ccc2n1	-2	5	4	-27	3	1	-4
71	Cc1ccc(CNC(=O)c2cc3c(-c4ccc(Cl)cc4)nn(C)c3s2)o1	-3	15	2	23	21	-9	/

Screens deposited in PubChem BioAssay by Broad Institute.
